D2 ag: activates the human D2 dopamine receptor | P14416 | HEK293 T-REx D2 cells, calcium flux agonist mode | activation, % at 2 µM | 0.53% of 340,000 active | AID 485358;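 active means activation over 3 SD above normal in the single-dose calcium agonist read, cut at about 30% in these data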; further: 0% is about no effect
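In this primary screen, compounds producing a positive calcium signal within 180 s of addition to tetracycline-induced, force-coupled HEK293 Trex D2 cells are flagged; cells are dye-loaded with a no-wash calcium kit beforehand.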
D1 agonist: activates the human D1 dopamine receptor; P21728; HEK293 T-REx D1 cells, calcium flux, agonist mode; activation, % at 2 µM; 1% of 360,000 active; AID 504660; further: 0% is about no effect
Target sequence (P21728 whole entry, looked up): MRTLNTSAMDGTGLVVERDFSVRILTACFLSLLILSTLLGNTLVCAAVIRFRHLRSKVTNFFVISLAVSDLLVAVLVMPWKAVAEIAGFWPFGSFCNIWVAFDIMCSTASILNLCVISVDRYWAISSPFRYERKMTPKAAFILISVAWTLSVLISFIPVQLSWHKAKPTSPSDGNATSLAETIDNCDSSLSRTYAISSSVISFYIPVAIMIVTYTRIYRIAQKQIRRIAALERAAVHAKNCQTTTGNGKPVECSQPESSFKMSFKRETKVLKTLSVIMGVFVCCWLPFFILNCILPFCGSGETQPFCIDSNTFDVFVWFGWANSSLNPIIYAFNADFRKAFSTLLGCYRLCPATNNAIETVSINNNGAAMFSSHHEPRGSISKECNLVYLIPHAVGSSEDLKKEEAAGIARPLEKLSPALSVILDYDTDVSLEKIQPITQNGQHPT
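Agonism was scored from calcium flux recorded over 180 s (1 read/s) after pintool compound addition, following a 10-cycle baseline. Cells were inducible force-coupled HEK293 TREx D1, plated overnight at 30 C and loaded with no-wash calcium dye.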
D1 PAM: human D1 dopamine receptor positive modulation. 0.036% of 360,000 active. HEK293 TREx D1 cells, calcium flux, dopamine EC20 potentiation. potentiation, % at 10 µM. AID 504651; in the data active means potentiation above about 30%; further: 0% is about no effect
D1 antag: blocks dopamine activation of the human D1 receptor; P21728; HEK293 TREx D1 cells, calcium flux, dopamine EC80; hits give low values; activity change, negative = inhibition, % at 10 µM; 3.2% of 360,000 active; in the data active means activity change below about -30%; further: on the % scale 0 is the no-effect control and ±100 the full control effect
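Using tetracycline-induced force-coupled D1 Hek293 cells and a calcium dye, signals were followed for 180 s after compound, then for 180 s after EC80 dopamine, to detect inhibitors.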
D2 PAM: positive allosteric modulators of human D2 dopamine receptor; potentiation, % at 10 µM; HEK293 T-REx D2, calcium flux, EC20 dopamine potentiation; 0.34% of 340,000 active;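 active means potentiation over 3 SD above the plate norm, cut at about 30% in these data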; further: 0% is about no effect
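Cells plated with tetracycline inducer and held overnight at 30 C; calcium dye loaded 30–90 min at room temperature; baseline taken, compound added and read 180 s; EC20 dopamine then added and read 180 s.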
TRHR agonist: TRH receptor (human) agonism | P34981 | TRHR cells, calcium flux fluo-8, FDSS agonist mode | activation, % at 2 µM | 0.18% of 360,000 active | AID 493084; further: 0% is about no effect
Target sequence (P34981 whole entry, looked up): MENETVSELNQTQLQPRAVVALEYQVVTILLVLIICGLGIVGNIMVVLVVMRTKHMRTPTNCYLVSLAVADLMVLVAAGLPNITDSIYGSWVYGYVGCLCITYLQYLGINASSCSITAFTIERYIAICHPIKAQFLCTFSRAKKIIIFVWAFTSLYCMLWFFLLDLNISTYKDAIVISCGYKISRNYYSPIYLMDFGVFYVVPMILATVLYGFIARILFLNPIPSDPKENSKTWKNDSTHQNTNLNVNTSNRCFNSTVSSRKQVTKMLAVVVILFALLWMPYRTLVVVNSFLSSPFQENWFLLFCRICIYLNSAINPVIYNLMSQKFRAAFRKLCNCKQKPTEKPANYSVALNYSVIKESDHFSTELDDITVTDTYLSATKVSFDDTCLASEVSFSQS
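Fluo-8-loaded TRHR cells; 10 s baseline, compound added, kinetic Ca2+ fluorescence read 1/s, agonist mode.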
TRHR PAM: allosteric enhancers of human TRH receptor. P34981. TRHR cells, fluo-8 calcium fluorescence, EC20 TRH enhancement. enhancement, % at 2 µM. 0.66% of 360,000 active. AID 493056; in the data active means enhancement above about 30%; further: 0% is about no effect
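Enhancer read-out: after compound pinning and an initial kinetic agonist-mode read, an EC20 of TRH (10 nM final) was injected and fluo-8 calcium signal (Ex 480/Em 530) followed at 1 s/cycle for 100 cycles in TRHR-expressing cells.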
D2 antag: D2 dopamine receptor (human) antagonism; P14416; HEK293 TREx D2 cells, calcium flux, dopamine EC80; inhibition, % at 10 µM; 2% of 340,000 active; AID 485344; in the data active means inhibition above about 30%; further: 0% is about no effect
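Antagonism is scored as inhibition of an EC80 dopamine-evoked calcium signal in a force-coupled, tetracycline-inducible HEK293 T-REx D2 line, with compound present 180 s before agonist.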
RXFP1 antag: antagonists of human relaxin receptor RXFP1. AID 1259400. activity change, negative = inhibition, % at 57.5 µM. 0.59% of 350,000 active. HEK293-RXFP1, relaxin-stimulated cAMP HTRF, 30 min; hits give low values;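 active means activity change of -60% or lower, but not beyond a set lower limit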; further: on the % scale 0 is the no-effect control and ±100 the full control effect
Starred values were filed as active, the others as inactive; x = not tested or not shown; & = joins results of further samples. Unless noted, no stated cut-off is given here; in the data, active means activation above about 30%; inactive means the rest.

SMILES	D2 ag	D1 agonist	D1 PAM	D1 antag	D2 PAM	TRHR agonist	TRHR PAM	D2 antag	RXFP1 antag
CC(=O)N(c1ccc(N(C(C)=O)S(=O)(=O)c2cccs2)cc1)S(=O)(=O)c1cccs1	1.3	8	-3	-3	x	-0.7	0	4	2
CCOC(=O)Cc1nc2cc(Cl)ccc2o1	x	0	-9	12	x	-0.1	13	x	-7
CC(OC(=O)CN1C(=O)COc2ccccc21)C(=O)NCc1ccc(F)cc1 (configuration not stated)	-0.8	2	-1	18	6	0.4	4	5	-13
CCn1c(SCC(=O)NC2CCCC2)nnc1-c1ccccn1	0.8	4	-1	4	13	0.3	7	10	0
O=C(O)C1C2C=CC(C2)C1C(=O)OC1CC2CCC1C2 (configuration not stated)	0.2	1	4	0	3	0.4	1	-5	0
CCCCNC(=O)N(O)C1N(/N=C/c2ccccc2OC)C(=S)SC1(C)C (configuration not stated)	-0.6	2	7	31	6	-0.6	21	-3	-2
CS(=O)(=O)N(CC(=O)N1CCCC1)c1ccc(Cl)cc1	0.3	1	-3	-11	1	0.1	-3	1	12
CCOC(=O)c1c(NC(=O)/C=C/c2ccc(OCC)cc2)sc(C)c1C	1.3	3	-3	-80*	-8	0.7	0	x	x
CC(=O)NS(=O)(=O)c1ccc(Nc2ccc([N+](=O)[O-])c3nonc23)cc1	-0.4	1	-3	10	-6	0.6	0	-4	4
COC(=O)c1ccc(-c2c(-c3ccccc3)ncc3cc(OC)c(OC)cc23)cc1	-1.1	-2	-1	x	19	0.6	-8	-2	x
COC(=O)CNC(=O)c1cccc(-c2ccc(OC)cc2)c1	-0.6	2	-7	-26	-8	-0.7	-3	20	-1
CCOC(=O)N1CCN(S(=O)(=O)c2ccc(OC)c(C(=O)N3CCCCC3)c2)CC1	1.0	0	10	14	-6	1.6	10	-8	1
O=C(Cn1cc(SCc2ccccc2F)c2ccccc21)N1CCCC1	0.2	10	-2	2	-10	0.1	-9	x	-29
COc1cc(/C=C/C(=O)c2ccc(F)cc2)cc(OC)c1OC	-1.5	2	-2	-5	13	-1.0	8	0	-19
CC1(C)NC(=O)N(CCOCCOc2ccc3ccccc3c2Br)C1=O	0.9	7	-5	-27	2	0.3	2	-8	11
CC1CCCCC1NC(=O)c1ccc(S(=O)(=O)NCC2CCCO2)cc1 (configuration not stated)	-0.2	0	2	2	-6	-0.2	-2	-1	13
CCOC(=O)N1CCN(c2nnc(-c3ccccc3)c3ccccc23)CC1	0.5	0	1	9	4	-1.2	9	-37	4
Cc1ccc(CNC(=O)c2ccc3c(c2)N(Cc2cccc(C)c2)C(=O)CS3)cc1	0.3	7	0	-4	5	0.6	0	x	x
CCOC(=O)C1CCCN(c2c(NCCc3ccc(C)cc3)c(=O)c2=O)C1 (configuration not stated)	-0.1	4	-4	-13	-16	0.3	-1	-7	-3
COc1ccc(C(=O)Nc2ccc3c(c2)nc(CN2CCCC2)n3C)cc1	0.7	4	-4	6	25	1.0	-4	-2	23
COc1cc2c(cc1NC(=S)Nc1ccccc1C)oc1ccccc12	0.7	1	-7	16	7	-0.9	9	-21	11
COC(=O)c1c(-c2ccccc2)csc1NC1=NS(=O)(=O)c2ccccc21	-1.0	11	6	-4	28	-0.4	32*	3	0
CCOC(=O)c1c(NC(=O)CSc2nnnn2-c2ccc3c(c2)OCO3)sc(C)c1C	-0.5	2	3	7	18	0.0	4	-16	-6
O=C1CCCC2=C1C(O)(C(F)(F)F)C(=O)N2Cc1ccccc1 (configuration not stated)	0.1	-1	-7	3	2	0.2	2	6	-4
CSc1ccccc1NC(=O)COC(=O)CSc1ccc(C)cc1	0.1	12	-4	-19	15	-1.2	3	1	-8
CC(C)c1ccc(C2N=C(N)Nc3nc4ccccc4n32)cc1 (configuration not stated)	-2.0	2	-5	-15	1	-1.5	5	x	x
CCOc1ccc(NC(=O)C2CCCN(c3nc(C)cc(C)n3)C2)cc1 (configuration not stated)	-1.2	0	1	-7	-7	-0.1	6	-17	3
O=C(Nc1cccc(C(F)(F)F)c1)Nc1ccc2snnc2c1	-0.7	37*	-3	-69*	18	2.6	6	x	x
O=C(NC1CCCCC1)NC1CC2CCCC(C1)N2C1CCCC1 (configuration not stated)	0.4	8	-4	-6	14	0.2	-4	12	1
CCc1ccc(NC(=O)Nc2cccc(OC)c2)cc1	-0.5	9	-1	-31*	-7	0.5	14	6	-2

A different layout for part of the listing above.
mol,D2 ag,D1 agonist,D1 PAM,D1 antag,D2 PAM,TRHR agonist,TRHR PAM,D2 antag,RXFP1 antag
CCOC(=O)N1CCN(c2nnc(-c3ccccc3)c3ccccc23)CC1,0.5,0,1,9,4,-1.2,9,-37,4
CCc1ccc(NC(=O)Nc2cccc(OC)c2)cc1,-0.5,9,-1,-31*,-7,0.5,14,6,-2
CC1CCCCC1NC(=O)c1ccc(S(=O)(=O)NCC2CCCO2)cc1 (configuration not stated),-0.2,0,2,2,-6,-0.2,-2,-1,13
CCOC(=O)c1c(NC(=O)CSc2nnnn2-c2ccc3c(c2)OCO3)sc(C)c1C,-0.5,2,3,7,18,0.0,4,-16,-6
COc1ccc(C(=O)Nc2ccc3c(c2)nc(CN2CCCC2)n3C)cc1,0.7,4,-4,6,25,1.0,-4,-2,23
CCOC(=O)C1CCCN(c2c(NCCc3ccc(C)cc3)c(=O)c2=O)C1 (configuration not stated),-0.1,4,-4,-13,-16,0.3,-1,-7,-3
COc1cc2c(cc1NC(=S)Nc1ccccc1C)oc1ccccc12,0.7,1,-7,16,7,-0.9,9,-21,11

Next section:
SMILES	D2 ag	D1 agonist	D1 PAM	D1 antag	D2 PAM	TRHR agonist	TRHR PAM	D2 antag	RXFP1 antag
CN(C)C(=O)CSc1nnc(-c2cccs2)n1-c1ccccc1	-0.6	4	-2	-4	8	-0.1	5	5	-11
COc1ccc(N2CCN(C(=O)CN(Cc3ccccc3)S(C)(=O)=O)CC2)cc1	-0.2	3	-5	-6	-7	0.3	-5	0	-3
CN1CCN(C(=O)/C(=C/c2cccnc2)NC(=O)c2cccc(Br)c2)CC1	0.9	1	-2	1	2	1.8	-1	-18	4
COc1ccccc1CNC(=O)c1cccc(S(=O)(=O)N2CCN(c3ccc(F)cc3)CC2)c1	0.1	2	8	15	1	1.1	10	-6	0
Cn1c(N)c(C(=O)COC(=O)CCCN2C(=O)c3ccccc3C2=O)c(=O)n(C)c1=O	0.5	-1	2	-5	6	0.5	-2	-7	20
CCCC(=O)Nc1cc(-c2cn3cccnc3n2)ccc1OC	-0.1	0	-2	17	-3	0.2	1	-16	-7
CCOc1cc2c(C#N)c(N3CCOCC3)nc(N)c2c(N)n1	1.1	2	-8	-3	9	0.3	-4	-4	28
CC(C)c1cc(-c2cc(-c3ccccc3)on2)nc(NC2CCCC2)n1	-0.3	6	2	3	8	0.4	0	16	x
COc1ccc(C2SCCN2S(=O)(=O)c2ccccc2)cc1OC (configuration not stated)	-0.5	10	-8	-2	26	-1.8	0	27	-2
COC(C[C@@H](O)C[C@H](O)COCc1ccccc1)OC	0.0	5	0	10	7	0.4	22	17	x
COC(=O)c1sc(N2C(=O)c3oc4ccccc4c(=O)c3C2c2cccs2)nc1C (configuration not stated)	0.2	3	-3	-10	7	0.7	1	-19	-5
CC(C)OC(=O)CSc1nc(N2CCOCC2)c2c(c1C#N)CC(C)(C)OC2	0.4	-1	-6	20	-3	-0.1	1	-11	8
Cc1ccc(S(=O)(=O)NCC(c2ccco2)N2CCOCC2)cc1 (configuration not stated)	-4.4&1.2	-3&1	0&1	0	13&-11	-0.1&-0.1	1&-1	5	4
CCCc1cc2c(=O)c(-c3ccc4c(c3)OCCO4)coc2cc1OC(=O)c1ccco1	0.1	1	10	25	11	-0.1	-15	-5	-10
CC(=O)NC(CCS(C)(=O)=O)C(=O)Nc1cc(C)ccc1C (configuration not stated)	-0.2	6	-8	13	-3	0.7	-3	4	2
Cn1c(Cl)c(/C=N/OC(=O)C2CC2)c2ccccc21	2.8	1	3	x	-9	-0.3	-1	-18	10
C[C@H](N)c1nnc(SCC(=O)c2ccc(Cl)cc2)o1	1.5	-2	6	-16	8	0.3	2	40*	3
CCC(C)[C@H](NC(=O)N1CC(=O)Nc2ccccc21)C(=O)N[C@H](Cc1c[nH]c2ccccc12)C(=O)O (some centres not stated)	x	2	-6	-10	x	0.5	9	x	x
Cc1cccn2c(=O)c(C=O)c(N3CCCCC3)nc12	0.2	0	-2	-1	-1	-1.2	-3	5	-6
COCCNC(=O)C1CCC(CNS(=O)(=O)c2ccc3c(c2)CC(C)N3C(=O)C2CC2)CC1 (configuration not stated)	-1.2	1	-1	18	0	0.2	-2	18	1
C=CCc1cccc2cc(-c3nc4ccc(C)cc4[nH]3)c(=O)oc12	-1.2	66*	3	-42*	4	8.0	-8	x	6
COc1ccc(N2CCN(C(c3cccs3)C(C)NC(=O)c3ccco3)CC2)cc1 (configuration not stated)	1.5	-1	-3	-6	-7	-0.2	-7	4	-1
N=c1oc2cc(O)ccc2cc1C(=O)Nc1ccc(F)cc1	3.6	16	-6	-10	8	4.3	10	-13	-6
O=C(NCCCN1CCCCC1)c1[nH]c2ccccc2c1Sc1ccc(Cl)cc1	-0.5	-2	0	5	-11	-0.1	1	x	-35
COc1cc(OC)cc(C(=O)NCCN2CCOCC2)c1	0.4	1	1	0	-1	0.2	0	-5	6
COc1ccc(CCNc2c([N+](=O)[O-])ncn2C)cc1OC	1.1	1	-1	3	-5	0.6	0	14	3
Cc1cc(C)n(C(=O)CSc2nnc(SCC(=O)n3nc(C)cc3C)s2)n1	0.8	1	0	9	3	0.6	8	-10	3
COCc1nnc(NC(=O)C2CCN(C(=O)c3ccco3)CC2)s1	-0.1	2	1	13	-9	0.9	-1	2	-7
O=C(Nc1ccc(F)cc1)Nc1csc2ccccc12	0.3	13	-9	-28	-16	1.3	1	8	-20
Cc1ccc(C)c2[nH]c(=O)c(CN(CCN3CCOCC3)Cc3nnnn3CC3CCCO3)cc12 (configuration not stated)	-0.2	4	-7	-3	-3	1.4	-5	0	-17
O=C(Cc1ncc(C(F)(F)F)cc1Cl)N1CCN(c2ccc(F)cc2)CC1	0.1	-1	-11	-22	7	-0.5	1	9	0
CNc1nccc(-c2ccc(Cl)cc2)c1C#N	-1.1	0	0	0	2	-1.1	-8	9	1
COc1ccccc1OCC(=O)N1CCN(S(=O)(=O)c2ccc(Cl)cc2)CC1	0.4	2	1	12	-6	-0.2	-3	-15	-7
CCC(c1nnc(SCC(=O)Nc2cc(Cl)ccc2C#N)n1C1CCCCC1)N(C)C (configuration not stated)	1.7	5	2	-9	8	0.5	18	0	2
